# hcGAS inh: blocks human cGAS activity | AID 1259398 | hit rate 0.081% among 290,000 | inhibition, % at 12.5 µM | Q8N884 | recombinant h-cGAS, ATP depletion, Kinase-Glo luminescence;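 note: 0% = vehicle reaction and 100% = reaction without DNA for no activity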
# Target sequence (Q8N884 whole entry, looked up): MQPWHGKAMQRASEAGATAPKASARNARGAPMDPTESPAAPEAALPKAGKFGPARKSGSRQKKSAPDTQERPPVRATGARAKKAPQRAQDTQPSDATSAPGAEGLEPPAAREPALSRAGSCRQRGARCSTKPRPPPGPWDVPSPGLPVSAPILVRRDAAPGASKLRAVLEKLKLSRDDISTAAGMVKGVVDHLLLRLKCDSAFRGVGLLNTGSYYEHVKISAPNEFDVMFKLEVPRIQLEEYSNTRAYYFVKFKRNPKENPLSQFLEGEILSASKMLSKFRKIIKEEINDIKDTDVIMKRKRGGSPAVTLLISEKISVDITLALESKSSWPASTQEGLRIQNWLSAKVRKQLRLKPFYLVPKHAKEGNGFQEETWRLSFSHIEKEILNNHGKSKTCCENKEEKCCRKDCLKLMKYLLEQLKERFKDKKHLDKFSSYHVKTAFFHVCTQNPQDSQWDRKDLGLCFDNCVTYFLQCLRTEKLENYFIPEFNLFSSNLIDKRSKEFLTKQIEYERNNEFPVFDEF
# NPYLR7 agonist: mosquito NPYLR7 agonism | HEK293T NPYLR7/Galpha15, GCaMP6s calcium fluorescence | activation, % at 10 µM | hit rate 0.15% among 270,000; in the data active = activation above about 40%;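 note: 0% = vehicle and 100% = reference agonist at the receptor; some compounds past the cut are filed as inactive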
# mcGAS inh: blocks mouse cGAS activity | Q8C6L5 | recombinant cGAS, Kinase-Glo ATP depletion luminescence | inhibition, % at 12.5 µM | hit rate 0.15% among 160,000 | AID 1259399;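 note: 0% = negative control wells and 100% = reference inhibitor with no enzyme activity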
# The depositor's hits bear a star; nt = not tested or not shown; & = joins results of further samples. Cut-off read from the data, not from the text of the source, unless noted: active = inhibition above about 40%; inactive = the rest.
SMILES,hcGAS inh,NPYLR7 agonist,mcGAS inh
Cc1noc(C)c1CNS(=O)(=O)c1cnn(C)c1,-8,9,nt
Cc1ccc(C(=O)NCCn2cc(SC(=N)N)c3ccccc32)cc1,-4,-9,-2
O=c1c2cnc3ncnn3c2ccn1-c1ccc(Cl)cc1,-1,5,nt
O=c1[nH]nc(-c2cccs2)o1,-4,-1,nt
Cc1ccc(Sc2ccc(CN3C[C@H](N(C)C)C[C@H]3CO)o2)cc1,1,3,nt
CCc1nc2ccc(C(=O)N3CCN(C(=O)c4ccco4)CC3)cn2c1N(C)Cc1cccs1,-3,-2,-3
COC(=O)C[C@H](NC(=O)N1CCc2[nH]cnc2C1c1ccccc1OC(F)(F)F)C(=O)OC (stereo partly drawn),1,-3,nt
Cc1c(C(=O)NCC(=O)NC2CC2)oc2ccc(F)cc12,-6,5,-6
COc1ccc(C(=O)NCCN=C2NS(=O)(=O)c3ccccc32)cc1,-1,-1,-3
COc1nc(-c2ccc(C)cc2)n(-c2ccc(NC(=O)c3cc(Cl)cc(Cl)c3)cc2)n1,-13,nt,-5
COc1ccc2[nH]c3c(c2c1)CCN(C(=O)c1ccc([N+](=O)[O-])o1)C3c1ccccc1OC (stereo not drawn),-15,13,-9
Cc1ccc(-n2c(SCc3ccccc3)nnc2C(Cc2ccccc2)NC(=O)C2C[C@H]2c2ccccc2)cc1 (stereo partly drawn),-2,15,-4
O=C(Nc1nc2c(ccc3ccccc32)s1)c1ccc(N2C(=O)CCC2=O)cc1,-1,0,nt
NC(=N/N=C\c1ccccc1)c1nonc1N,-11,-16,nt
O=C1CSC(=O)N1C/C=C/CN1C(=O)CSC1=O,-7,4,nt
O=C(NC(Cc1ccccc1)C(=O)N1CCN(CC(=O)N2CCCC2)CC1)c1ccccc1 (stereo not drawn),0,4,nt
COc1ccc2cc(CN(C)Cc3cc(=O)n4cc(Br)ccc4n3)ccc2c1,-1,7,nt
CCCNS(=O)(=O)c1cccc(C(=O)Nc2cccc(F)c2)c1,0,-3,nt
CC1CCCN(c2nc3c(c(=O)[nH]c(=O)n3C)n2CCCc2ccccc2)C1 (stereo not drawn),0,7,nt
COc1ccc(OC)c(-c2cc(C(=O)NC(C)C(=O)N3CCOCC3)no2)c1 (stereo not drawn),4,8,nt
CN(CCCn1cccn1)C(=O)CN1CCCC(O)C1 (stereo not drawn),-18,nt,-7
Cc1cccc(OCc2ccc(-c3nc(C#N)c(NCc4ccc5c(c4)OCO5)o3)o2)c1,-1,0,-6
Cn1cc(C(=O)Nc2cccnc2)c2nn(-c3ccccc3)c(=O)c-2c1,-5,7,-9
COc1ccc(C(=O)Nc2cc(C(=O)N3CCCC3)cn(C)c2=O)c(OC)c1,-5,-5,-9
CCN(Cc1nc(COC)no1)C(=O)c1ccc(F)cc1OC,-3,12,nt
COC1CCC(N(C)C(=O)c2ccn(-c3ccc(F)cc3)n2)CC1 (stereo not drawn),-6,5,nt
Cc1ccccc1C(=O)NCC(=O)N1CCN(C(=O)c2ccccc2C(F)(F)F)CC1,-3,2,nt
Cc1ccn(CCCn2cnc(-c3ccccc3)c2-c2ccco2)n1,0,nt,-16
CCOc1ccccc1OCC(=O)N1CCN(S(=O)(=O)c2c(C)noc2C)CC1,-5,-6,-6
Cc1ccccc1NC(=O)Nc1ccc(-n2nc(OCC(C)C)nc2-c2ccccc2F)cc1,-3,7,-8

# Pulled by structure from the entries so far, 2 records:
SMILES,hcGAS inh,NPYLR7 agonist,mcGAS inh
Cc1ccn(CCCn2cnc(-c3ccccc3)c2-c2ccco2)n1,0,nt,-16
NC(=N/N=C\c1ccccc1)c1nonc1N,-11,-16,nt

# Further results follow.
SMILES,hcGAS inh,NPYLR7 agonist,mcGAS inh
CCCCC(=O)Nc1ccc(N2CCCC2)c(C(=O)NC2CCCCC2)c1,-3,7,-5
COc1ccc(C(=O)C2CCN(C(=O)c3cc(C(C)=O)cn3C)CC2)cc1,-8,2,nt
CC1(C)O[C@@H]2C[C@@](OCc3ccccc3F)(C(=O)NC3CC3)CC(OCc3ccccc3C#N)[C@@H]2O1 (stereo partly drawn),4,5,-3
Cc1ccc(Br)cc1S(=O)(=O)Nc1cccc(S(N)(=O)=O)c1,-4,1,nt
CCOC(=O)CC(=O)N1CCC(n2cnc3ccccc32)CC1,-6,2,-6
Cn1nc(C(C)(C)C)cc1NC(=O)C1(C)CCN1C(=O)C/C=C/c1ccccc1 (stereo not drawn),-6,9,-4
COC(=O)[C@H]1C[C@@H](O)CCN1CC=C(C)C,-5,-1,-12
N#Cc1ccc(Oc2ccc(Br)cc2F)nc1,1,13,nt
CO[C@H]1CN(c2ncnc3[nH]ccc23)CC[C@H]1N,-5,-1,nt
Cc1ccc(OCC(=O)c2ccc3c(c2)N(CCCC(=O)O)C(=O)CO3)cc1C,-3,22,nt

# Of the compounds above, five have an NH in an aromatic ring:
SMILES,hcGAS inh,NPYLR7 agonist,mcGAS inh
O=c1[nH]nc(-c2cccs2)o1,-4,-1,nt
COC(=O)C[C@H](NC(=O)N1CCc2[nH]cnc2C1c1ccccc1OC(F)(F)F)C(=O)OC (stereo partly drawn),1,-3,nt
COc1ccc2[nH]c3c(c2c1)CCN(C(=O)c1ccc([N+](=O)[O-])o1)C3c1ccccc1OC (stereo not drawn),-15,13,-9
CC1CCCN(c2nc3c(c(=O)[nH]c(=O)n3C)n2CCCc2ccccc2)C1 (stereo not drawn),0,7,nt
CO[C@H]1CN(c2ncnc3[nH]ccc23)CC[C@H]1N,-5,-1,nt

# (list continues)
SMILES,hcGAS inh,NPYLR7 agonist,mcGAS inh
COCCCN(CCC(=O)NCc1ccc(F)cc1)C(=O)c1cc(C)oc1C,6,nt,6
CC1=C(C(=O)OCCc2ccccc2)C(c2ccc3c(c2)OCO3)NC(=O)N1C (stereo not drawn),0,2,nt
O=C(NCc1ccc2c(c1)OCO2)c1csc(CSc2nnc(-c3ccccc3Cl)n2-c2cccc(Cl)c2)n1,-1,18,-4
COCc1ccc(C(=O)OC2(C3CCOC3)CC2)cc1 (stereo not drawn),-3,-9,nt
Cc1ccc2c(n1)O[C@@H](COCc1ccccc1)CN(Cc1cccs1)C2=O,1,8,-5
O=C(NCc1ccco1)N1CCC2(CCC(=O)N(C3CCCC3)C2)CC1,4,nt,0
C=C(C)CNC(=S)Nc1cccc(N)n1,-5,-3,nt
CN(C)C(C(=O)NCc1ccccc1-n1cccn1)c1ccc(F)cc1 (stereo not drawn),-4,26,-13
CCCCOC(=O)N1CCC(=O)N(CCC#N)C[C@H]2CN(C)c3ccccc3[C@@H]21,-2,3,-7
O=C1OC(c2ccco2)=N/C1=C\c1coc2ccccc2c1=O,5,-3,7
Cc1ccccc1C1=NOC(CN(Cc2ccccc2Cl)C(=O)CC(C)C)C1 (stereo not drawn),-4,22,-6
CC(C)(Oc1ccc(Cl)cc1)C(=O)Nc1c2c(nn1CC(=O)NCC1CCCO1)CSC2 (stereo not drawn),-8,-5,-4
CC(C)CN(Cc1cnn(C)c1)C(=O)c1ncccc1C(=O)c1ccccc1,-2,-4,-10
COC(=O)c1c(NC(=O)CSc2ncnc3sc4c(c23)CCC4)sc2c1CCC2,1,-4,nt
O=C(N[C@@H]1CCCCC1NC(=O)C1CCN(C(=O)C2C[C@H]2c2ccccc2)CC1)c1ccccc1 (stereo partly drawn),-5,-11,-5
C#CCN(C(=O)Nc1cc(C#N)cn1C(C)(C)C)C1CCc2ccccc21 (stereo not drawn),-5,5,-12
CN(C)c1ccc(S(=O)(=O)N(C)C)cc1NS(=O)(=O)c1ccc2c(c1)OCCO2,-9,9,nt
Cc1ncc(C(C)C)c(N2CCN(Cc3c(C)nn(C)c3Cl)CC2)n1,5,10,nt
Cc1ccccc1CN1C(=O)C(C)ON=C1c1ccc(N(C)C)cc1 (stereo not drawn),-3,10,nt
COc1cccc(C(=O)N(CCN2CCOCC2)Cc2cc(Cl)ccc2OCc2nc(CO)cs2)c1,1,0,1
CC1CN(Cc2nc3c(c(=O)n(C)c(=O)n3C)n2CCCO)CC(C)O1 (stereo not drawn),-6,1,-9
Cc1cc([N+](=O)[O-])cc(S(=O)(=O)NCCCN2CCC(C)CC2)c1C,-5,4,nt
CC(C)c1nccn1C(C)Cn1cncn1 (stereo not drawn),-2,-1,nt
COc1cccc(N2CC(C(=O)NCc3cc(-c4ccccc4F)on3)CC2=O)c1 (stereo not drawn),-13,5,-6
Cc1ccc(-c2c(C)sc3nc(CN4CCOCC4)[nH]c(=O)c23)cc1,3&-6,1&1,-6
Cc1cnccc1NCCNc1nc(-c2cccnc2)nc2c1cnn2C,-8,6,nt
O=C(c1cccc2ccccc12)C1CCCN(C(=O)CCn2cnc3ccccc32)C1 (stereo not drawn),-2,nt,-7
C=CCCn1c(C(=O)N2CCN(C(=O)Nc3ccc(C#N)cc3)C(C)C2)cc2ccsc21 (stereo not drawn),-5,16,-4
Cc1cc(CC(C)NC(=O)c2cn(Cc3ccc(F)cc3)nn2)n[nH]1 (stereo not drawn),-4,-5,nt
CCOc1cccc2cc(C(N)=O)c(=Nc3ccccc3F)oc12,0,-9,0

# Whole records, looked up by structure. Order of values: hcGAS inh, NPYLR7 agonist, mcGAS inh
# `Cc1cc([N+](=O)[O-])cc(S(=O)(=O)NCCCN2CCC(C)CC2)c1C` across the screens: -5, 4, nt
# `O=C(c1cccc2ccccc12)C1CCCN(C(=O)CCn2cnc3ccccc32)C1` (stereo not drawn) across the screens: -2, nt, -7
# `CCOc1cccc2cc(C(N)=O)c(=Nc3ccccc3F)oc12` across the screens: 0, -9, 0
# `Cc1cc(CC(C)NC(=O)c2cn(Cc3ccc(F)cc3)nn2)n[nH]1` (stereo not drawn) across the screens: -4, -5, nt

# Continued:
SMILES,hcGAS inh,NPYLR7 agonist,mcGAS inh
Cc1cc2c(ccc3nonc32)o1,-4,1,-4
CC(NS(=O)(=O)c1ccc2[nH]c(=O)ccc2c1)c1cccc(Cl)c1 (stereo not drawn),-3,0,nt
CC(C)(C)c1[nH]ncc1CNCc1ccccc1-n1ccnc1,-8,1,nt
CN1C[C@@H](N)C[C@H]1C(=O)NCCCn1ccnc1,2,2,0
Cc1nc(Cc2nnc(SCC(=O)c3cc(C)n(Cc4ccco4)c3C)o2)cs1,-3,11,nt
COCCn1c(-c2ccccn2)nc2cc(NC(C)=O)cc(C(=O)NCC3CC4C=CC3C43CC3)c21 (stereo not drawn),-6,22,-11
CCCn1c(C)cc(C(=O)COc2cccc3c2CCC3=O)c1C,-7,-2,nt
Cc1cccc2c1[nH]c(=O)n1nc(-c3ccccc3)c(=O)nc21,-9,-1,-13
COc1ccc(-c2ccc(C(=O)NCCc3ccc(Cl)cc3Cl)s2)c(OC)c1OC,-3,24,-7
O=S(=O)(c1ccc(F)c(Cl)c1)N1CCN(c2c(-c3ccccc3)cnc3ncnn23)CC1,0,-3,-6
COc1ccccc1C(NC(=O)C1CCN(CCN2C(=O)c3ccccc3C2=O)CC1)c1ccccn1 (stereo not drawn),-4,4,-3
CC1CCN(C(=O)CCc2nc(-c3ccc(F)cc3)no2)CC1,5,-1,nt
CCCCn1nc(C(=O)N2CCN(C(=O)c3ccco3)CC2)c2ccccc2c1=O,-7,3,nt
Cc1ccc(NC(=O)CSc2nc3c(c(=O)[nH]2)CN(Cc2ccccc2)CC3)cc1,-8,3,-7
CCOC(=O)c1c(CN2CCOCC2)n(C)c2cc(Br)c(OC(C)=O)cc12,-3,0,-5
Cc1ccc(C)c(NC(=O)CSc2cn(CC(=O)N3CCOCC3)c3ccccc23)c1,-4,-2,-8
CC1CCCC(Nc2ccccn2)C1 (stereo not drawn),-5,11,-13
CC1CCCCN1C1CN(c2nccc(CCC(F)(F)F)n2)C1 (stereo not drawn),-5,-7,nt
CCc1cccc2c(C(CC(=O)NCCCN3CCOCC3)c3cccc(C(F)(F)F)c3)c[nH]c12 (stereo not drawn),-12,nt,-10
COc1ccc(CNS(=O)(=O)c2ccc3[nH]cc(C(=O)O)c(=O)c3c2)cc1,-7,-5,nt
Cc1cc(C)c(S(=O)(=O)NCCCN2CCOCC2)cc1C,-9,11,-7
COc1ccc(C(C)Nc2snc(Cl)c2C#N)cc1OC (stereo not drawn),-3,-16,nt
COc1ccccc1C1CC(c2ccc(C)cc2)=NN1S(C)(=O)=O (stereo not drawn),-7,11,-4
COCc1[nH]n2c(=O)c(Cl)c(C)nc2c1-c1ccc(C)cc1,2,-15,nt
CCCCCCCOc1ccc(C2=N/C(=C\C=C\c3ccccc3)C(=O)O2)cc1,-6,-1,nt
Cc1ccc(-n2c(SCCCC(=O)N3CCN(C(=O)c4cc(C(F)(F)F)cc(C(F)(F)F)c4)C(C)C3)nnc2-c2ccco2)cc1 (stereo not drawn),-11,-6,-4
Cc1c(C)c(C(=O)N2CCN(c3ccccc3F)CC2)n(Cc2ccc(F)c(F)c2)c1C,0,18,-7
Cc1ccc(C)c(C2=Nn3c(nnc3C3CCCCC3)SC2C)c1 (stereo not drawn),-6,0,nt

# Grouped by structure, those above with bromine
SMILES,hcGAS inh,NPYLR7 agonist,mcGAS inh
COc1ccc2cc(CN(C)Cc3cc(=O)n4cc(Br)ccc4n3)ccc2c1,-1,7,nt
Cc1ccc(Br)cc1S(=O)(=O)Nc1cccc(S(N)(=O)=O)c1,-4,1,nt
N#Cc1ccc(Oc2ccc(Br)cc2F)nc1,1,13,nt
CCOC(=O)c1c(CN2CCOCC2)n(C)c2cc(Br)c(OC(C)=O)cc12,-3,0,-5
